Assay outcomes as filed in PubChem BioAssay.
tim23-1 inh = growth inhibitors of tim23-1 mutant yeast | 330,000 compounds, 1.3% hits | AID 463212 | S. cerevisiae tim23-1 growth, BacTiter-Glo luminescence, 24 h | inhibition, % at 20 µM;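 active = growth inhibition of the mutant yeast at or above 50%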;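 note: temperature-sensitive mutant grown at 25 °C; plate controls were DMSO-treated mutant yeast for no effect and medium wells lacking yeast for full effect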
tim10-1 inh = growth inhibitors of tim10-1 mutant yeast; S. cerevisiae tim10-1 ts strain growth, BacTiter-Glo, 24 h; inhibition, % at 20 µM; 330,000 compounds, 2.2% hits; AID 463190;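 active = inhibition of at least 40%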;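 note: mutant grown at 25 °C; 0% = DMSO wells with yeast and 100% = wells holding no yeast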
TIM10 inh = growth inhibitors of TIM10 yeast strain; S. cerevisiae TIM10 strain growth, BacTiter-Glo luminescence, 24 h; inhibition, % at 10 µM; 330,000 compounds, 1.4% hits;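 active = inhibition of 40% or more at the single tested concentration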;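 note: wild-type TIM10 isogenic control strain grown at permissive 25 °C; 0% = DMSO yeast wells and 100% = minimal medium wells without yeast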
Jurkat NFkB inh = inhibitors of the PMA/ionomycin-induced NF-kB reporter in Jurkat cells. PMA/ionomycin-induced NF-kB luciferase reporter, luminescence. inhibition, % at 4 µM. 330,000 compounds, 0.53% hits. AID 435003; in the data active = inhibition above about 50%
Mdm2-MdmX inh = disrupts the human Mdm2-MdmX interaction | O15151+Q00987 | AID 485346 | SaOS-2 split-luciferase Mdm2/MdmX complementation, luminescence | 330,000 compounds, 3% hits | inhibition, % at 8 µM;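 active = inhibition of at least 50% at 8 µM in the primary screen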
Target sequence (O15151 whole entry, looked up): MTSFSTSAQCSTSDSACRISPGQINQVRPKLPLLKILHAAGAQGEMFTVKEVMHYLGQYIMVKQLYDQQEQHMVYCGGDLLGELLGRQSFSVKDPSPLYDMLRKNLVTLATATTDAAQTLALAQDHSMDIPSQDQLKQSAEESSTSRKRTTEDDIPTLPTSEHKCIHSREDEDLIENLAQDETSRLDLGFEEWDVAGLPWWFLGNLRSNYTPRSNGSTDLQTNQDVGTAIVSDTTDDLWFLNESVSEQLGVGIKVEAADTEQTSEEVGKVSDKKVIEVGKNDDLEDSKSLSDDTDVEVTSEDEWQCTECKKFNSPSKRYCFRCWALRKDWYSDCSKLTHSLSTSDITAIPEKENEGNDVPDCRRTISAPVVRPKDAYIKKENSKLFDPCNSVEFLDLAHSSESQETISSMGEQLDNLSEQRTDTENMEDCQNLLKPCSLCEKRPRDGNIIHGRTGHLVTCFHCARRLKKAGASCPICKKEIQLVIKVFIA
Target sequence (Q00987 whole entry, looked up): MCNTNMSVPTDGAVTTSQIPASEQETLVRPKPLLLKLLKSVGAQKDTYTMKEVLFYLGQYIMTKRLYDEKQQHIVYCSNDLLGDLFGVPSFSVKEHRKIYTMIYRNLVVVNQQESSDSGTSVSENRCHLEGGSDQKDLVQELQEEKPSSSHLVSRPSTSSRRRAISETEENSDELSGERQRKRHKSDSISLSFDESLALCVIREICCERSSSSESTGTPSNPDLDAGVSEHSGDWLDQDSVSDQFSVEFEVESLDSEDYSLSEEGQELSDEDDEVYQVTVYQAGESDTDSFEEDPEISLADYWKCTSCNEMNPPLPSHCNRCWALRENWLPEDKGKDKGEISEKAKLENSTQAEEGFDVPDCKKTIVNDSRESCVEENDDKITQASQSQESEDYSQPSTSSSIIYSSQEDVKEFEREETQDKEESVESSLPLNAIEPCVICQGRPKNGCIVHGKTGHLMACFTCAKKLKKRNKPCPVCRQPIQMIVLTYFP
XBP1 UPR activ = activators of adaptive arm of unfolded protein response (XBP1). activation, % at 20 µM. CHO-XBP1 luciferase reporter, IRE1-XBP1 UPR activation, luminescence; percent of tunicamycin response, DMSO as zero. 330,000 compounds, 0.33% hits. AID 463104;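 active = versus positive control, 20 µM dose yields 30% or more activation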;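 note: 100% = tunicamycin at 10 µg/mL and 0% = DMSO only wells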
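Material: CHO cell line with stable XBP1 luciferase reporter; schedule: 16-18 h cell attachment at 37 °C, then 6 h compound exposure; signal: glow luminescence from Steady-Glo reagent; medium: serum-containing F12 medium, 10% FBS; benchmarks: tunicamycin 10 µg/mL and vehicle-only wells; read-out: percent activation relative to tunicamycin reference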
697 NFkB inh = inhibitors of the PMA/ionomycin-induced NF-kB reporter in 697 B cells; 697 B-cell NF-kB luciferase reporter, 16 h; inhibition, % at 4 µM; 330,000 compounds, 0.33% hits; AID 435022; in the data active = inhibition above about 35%
CHOP UPR activ = apoptotic UPR (CHOP) activation | 330,000 compounds, 0.34% hits | CHO-CHOP luciferase reporter, luminescence; percent of tunicamycin response over DMSO baseline | AID 449763 | activation, % at 10 µM;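 active = at 10 µM dose, activation of 40% or more, normalized to positive control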;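 note: 100% = tunicamycin at 10 µg/mL and 0% = DMSO alone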
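System: CHO CHOP reporter cells. Amount: 500 cells per well. Buffer or medium: F12 medium, 10% FBS. Compound dosing: one dose, 10 µM in 0.5% DMSO. Incubation: 6 h compound exposure at 37 °C after overnight seeding. Technique: Steady-Glo luciferase luminescence. Benchmarks: tunicamycin and DMSO controls.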
An asterisk follows results filed as active; / = no result given.

SMILES	tim23-1 inh	tim10-1 inh	TIM10 inh	Jurkat NFkB inh	Mdm2-MdmX inh	XBP1 UPR activ	697 NFkB inh	CHOP UPR activ
COc1ccccc1-n1nc(C(=O)Nc2ccc3c(c2)OCO3)c2ccccc2c1=O	9	2	5	9	13	-1	3	0.3
O=C(C1=C(O)C(=O)N(CCc2ccccc2)C1c1cccs1)c1ccco1 (stereo not drawn)	7	20	8	-10	7	-3	-9	1.0
COc1ccc(S(=O)(=O)N2CCN(C(=O)NC3CCCCC3)CC2)cc1	10	-13	-5	-7	14	-3	12	-0.4
CCCC1(C(=O)OCC)NC(c2ccc(N(C)C)cc2)C2C(=O)N(c3ccc(OCC)cc3)C(=O)C21 (stereo not drawn)	-5	13	3	-20	23	-1	12	-0.8
CCCN(Cc1nc(-c2ccc(Cl)cc2)no1)CC1CCCO1 (stereo not drawn)	12	2	3	1	-3	0	9	2.3
COc1cccc(C(CNc2ccc(S(=O)(=O)N3CCN(C)CC3)cc2[N+](=O)[O-])N(C)C)c1 (stereo not drawn)	15	24	16	-4	29	-3	8	5.3
CC(C)c1c(C(=O)N/N=C/c2ccc(Cl)cc2Cl)nnn1-c1nonc1N	10	25	-2	4	16	3	-6	-1.4
CC1=CC(C)(C)Nc2ccc(C)cc21	10	19	11	-12	1	-2	-28	-2.2
Cc1nc2sc3c(c2c2nnc(SCC(=O)NCc4ccco4)n12)CCCC3	9	16	-2	-19	1	-2	19	-0.7
NC(=O)c1ccsc1NC(=O)COc1ccccc1	5	3	-8	-67	-95	0	-56	6.3
CCCCn1c(-c2ccco2)nc2ccccc2c1=O	1	6	-1	-10	16	2	-1	-4.4
CCC(NC(=O)c1cc(COc2cncc(Cl)c2)on1)c1ccncc1 (stereo not drawn)	6	19	-9	2	-3	-3	20	1.9
CCOc1ccc(OCC)c(NC(=O)CNS(=O)(=O)c2cccs2)c1	1	-7	0	-17	-22	0	-7	-0.6
N/C(=N\OC(=O)Cc1ccccc1)c1ccc(Br)cc1	21	37	25	-36	-30	-1	-21	0.5
CCc1cc2cc(C)ccc2nc1SCC(=O)N1CCN(C(=O)c2ccco2)CC1	21	16	-30	-1	24	-3	0	-6.3
CCc1nnc(NC(=O)C2Cc3ccccc3CN2S(=O)(=O)c2c(C)c(C)cc(C)c2C)s1 (stereo not drawn)	-7	11	6	-15	-19	-1	-6	2.4
Cc1cc(C)c(OCC(=O)OC(C)C(=O)NCc2ccccc2)c(C)c1 (stereo not drawn)	5	1	-4	4	-1	1	-7	0.4
O=C(CSc1ccc(Cl)cc1)N/N=C/c1ccc([N+](=O)[O-])o1	55*	62*	33	-14	23	-1	7	6.1
Cc1ccc(S(=O)(=O)NCCOc2nc(N(C)C)nc(N(C)C)n2)cc1	8	9	-6	-5	-2	-1	1	0.0
CCCCn1c(-c2ccco2)nc2oc3ccccc3c(=O)c2c1=O	37	21	19	-7	14	4	15	1.1
CCCN(CCC)S(=O)(=O)c1cc(CN2C(=O)c3cccnc3C2=O)ccc1OC	17	18	22	6	9	1	15	0.1
CCCN1CC(=O)N2C(c3ccccc3)c3[nH]c4ccccc4c3C[C@H]2C1=O (stereo partly drawn)	15	21	12	10	11	-1	11	-1.5
CCC(CC)c1nnc(NC(=O)C2CCCO2)s1 (stereo not drawn)	19	7	-7	-19	12	-2	1	-0.4
CC(C)(C)OC(=O)C[C@H]1C/C=C\C[C@@H](CC(=O)N(CCO)Cc2ccccc2)C(=O)N[C@@H](c2ccccc2)COC1=O	-4	-4	5	-4	5	0	5	0.6
O=C(Nc1ccc2c(c1)OCO2)c1ccccc1	22	-27	6	-92	-20	-1	-101	4.2
Remaining list, next part
SMILES	tim23-1 inh	tim10-1 inh	TIM10 inh	Jurkat NFkB inh	Mdm2-MdmX inh	XBP1 UPR activ	697 NFkB inh	CHOP UPR activ
CC(=O)NCCCC(=O)NNC1CC(=O)N(c2cccc(Cl)c2)C1=O (stereo not drawn)	0	1	1	-12	10	-1	-5	0.2
Cc1ccc(N=C2NC(=O)/C(=C/c3cccn3C)S2)cc1	18	-14	14	-5	0	12	-193	5.7
O=C(CN(C(=O)CCC(=O)Nc1nccs1)c1ccc2c(c1)OCCO2)NCc1ccco1	0	-13	-1	-13	-13	-5	-10	-2.5
CCOC(=O)N1CCC(NC(=O)c2ccc(CS(=O)c3ccc(Cl)cc3)o2)CC1 (stereo not drawn)	-10	5	11	-6	8	-1	11	0.1
CC(C)(C)NC(=O)C[C@H]1C[C@H](C(=O)N2CCOCC2)[C@@]2(CCC3CCCC3)c3[nH]c4cc(-c5ccco5)ccc4c3CCN2C1=O	33	24	-2	/	73*	1	-7	4.9
Cc1ccc(S(=O)(=O)Nc2ccccc2C(=O)N2CCCCC2C)c(C)c1NS(C)(=O)=O (stereo not drawn)	8	15	-11	-13	-2	-4	9	-0.2
CCOC(=O)C1=C(CSc2n[nH]c(N)n2)NC(=O)NC1C (stereo not drawn)	9	13	-2	-3	0	-2	20	-0.3
Cc1ccccc1CNCc1ccc2c(c1)OCO2	2	2	-5	0	-14	2	9	3.2
CNC(=O)c1cnc(-c2ccccc2)nc1-c1ccccc1	16	12	23	3	27	2	16	2.6
COCC1CCCCN1C(=O)c1cc(COc2ccc3ncccc3c2)on1 (stereo not drawn)	21	6	7	42	23	-4	-22	10
O=C(CSc1ccc2c(c1)OCCO2)N1CCN(c2ccccc2O)CC1	20	20	10	6	-5	-1	-8	-1.6
Cn1c(SCC(=O)N=Nc2c(O)[nH]c3ccccc23)nc2ccccc21	18	20	13	-1	2	-1	28	1.3
COc1ccc(N(CCC(=O)NCCc2ccccc2)S(=O)(=O)c2ccc(C)cc2C)cc1	10	6	2	-18	-8	0	-12	4.4
Cc1ccc(-c2ccc(/C=N\NC(=O)C3C(=O)NCC3c3ccccc3)o2)cc1Cl (stereo not drawn)	6	25	31	-6	28	1	4	1.1
Cc1ccc(-c2nc3ncccc3o2)cc1NC(=O)c1ccc([N+](=O)[O-])o1	84*	74*	83*	25	44	0	3	8.9
COc1cccc(CCc2nnc(CCC(=O)N3CCN(Cc4ccccn4)CC3)o2)c1	22	2	6	-8	7	-2	3	-1.7
O=C(Nc1cccc(NC(=O)c2nccc3ccccc23)c1)c1ccco1	35	-13	11	-15	-12	0	-52	1.3
O=C(/C=C/c1ccccn1)c1cc(Br)ccc1O	78*	70*	72*	15	-1	16	-3	35
Cn1c(=O)c2c(SCC(=O)NCC3CCCO3)nc(CC(C)(C)C)nc2n(C)c1=O (stereo not drawn)	23	7	21	-2	-18	-1	-36	-1.9
O=C(NCc1ccco1)C(c1ccco1)N(Cc1cccs1)C(=O)Cn1nnc2ccccc21 (stereo not drawn)	-6	8	-6	1	-11	-1	-23	1.0
CC(C)(C)c1ccc(NC(=O)COC(=O)CCN2C(=O)c3cccc([N+](=O)[O-])c3C2=O)cc1	5	9	16	-12	1	1	-8	0.0
CCN(CC)S(=O)(=O)c1ccc(N2CCCC2)c(C(=O)Nc2ccc(OC)c(Cl)c2)c1	-4	-4	-9	-9	27	-3	16	-2.0
O=C(C1CCCN(S(=O)(=O)c2cnc[nH]2)C1)N(CCc1ccccc1)Cc1ccccc1 (stereo not drawn)	4	14	10	-1	-2	-2	11	-1.7
COc1ccc(CCC(=O)NNC(=O)c2cc(Cl)ccc2OC)cc1	5	-13	-6	6	1	-7	5	-0.2
Cc1cccc2nc(CSCc3ccco3)cn12	0	-8	2	-77	-18	1	-64	0.9

Complete entries, looked up by structure. Values in the order: tim23-1 inh | tim10-1 inh | TIM10 inh | Jurkat NFkB inh | Mdm2-MdmX inh | XBP1 UPR activ | 697 NFkB inh | CHOP UPR activ
`Cn1c(=O)c2c(SCC(=O)NCC3CCCO3)nc(CC(C)(C)C)nc2n(C)c1=O` (stereo not drawn) across the screens: 23 | 7 | 21 | -2 | -18 | -1 | -36 | -1.9
`O=C(NCc1ccco1)C(c1ccco1)N(Cc1cccs1)C(=O)Cn1nnc2ccccc21` (stereo not drawn) across the screens: -6 | 8 | -6 | 1 | -11 | -1 | -23 | 1.0
`COc1ccc(CCC(=O)NNC(=O)c2cc(Cl)ccc2OC)cc1` across the screens: 5 | -13 | -6 | 6 | 1 | -7 | 5 | -0.2
`O=C(/C=C/c1ccccn1)c1cc(Br)ccc1O` across the screens: 78* | 70* | 72* | 15 | -1 | 16 | -3 | 35

New compounds follow
SMILES	tim23-1 inh	tim10-1 inh	TIM10 inh	Jurkat NFkB inh	Mdm2-MdmX inh	XBP1 UPR activ	697 NFkB inh	CHOP UPR activ
CCc1c(C)nn(C(=O)/C(C#N)=C\N(C)C)c1C	4	-2	-12	3	20	2	0	0.4
CCOc1ccccc1/C=N/Nc1ccnc(=O)[nH]1	-10	21	14	-42	-2	10	-44	0.9
CN(C)c1ccc(C(CNS(=O)(=O)c2cccc([N+](=O)[O-])c2)N2CCOCC2)cc1 (stereo not drawn)	-6	9	6	9	-11	-3	17	1.0
COc1ccccc1OCc1nnc(SCCN2CCOCC2)o1	7	4	2	-9	26	0	21	-2.2
COc1ccc(S(=O)(=O)N2CCN(C(=S)NCC3CCCO3)CC2)cc1OC (stereo not drawn)	-4	-3	3	-8	-4	-1	20	1.9
CCS(=O)(=O)N1CCN(C(=O)c2ccc(-c3ccccc3)cc2)CC1	2	23	17	5	-7	-4	-14	-1.4
CCc1ccc(C(=O)COC(=O)CNC(=O)C2CCCCC2)cc1	24	1	0	-18	21	-4	-4	2.2
COC(=O)Cn1c(C)nc2c(sc3nc(C)cc(C)c32)c1=O	45	38	-6	-64	-46	4	-98	2.5
C=CCNC(=O)c1oc2ccc(S(=O)(=O)N3CCC4(CC3)OCCO4)cc2c1C	10	-4	2	4	13	-4	6	1.4
Cc1nc2ccc(NC(=O)/C=C/C(=O)O)cc2nc1C	10	13	-4	7	-19	0	-11	0.0
C/C(=N\NC(=O)c1cc(C)nc2ccccc12)c1cccs1	6	18	4	-10	0	-1	-12	-0.2
CCOc1ccc(C(=O)NCCCN2CCOCC2)cc1OCC	-3	-25	-14	-15	-1	-3	-5	-0.9
CN1CCN(C(=O)C2CCN(c3ncnc4c3nc3n4CCCCC3)CC2)CC1	-12	-12	-4	-16	20	-5	-21	0.2
COc1cc(OC)cc(C(=O)OCCNC(=O)Cn2cnc3c2c(=O)n(C)c(=O)n3C)c1	-8	3	8	0	11	0	9	1.2
CC(c1ccco1)N(C(=O)COc1ccc(Cl)cc1)c1ccccn1 (stereo not drawn)	10	35	18	-80	-49	0	10	5.5
COc1ccc(N(C(=O)c2ccccc2OC)C2C=CS(=O)(=O)C2)c(OC)c1 (stereo not drawn)	-1	-3	8	-3	2	2	1	-0.6
N/C(Cc1cccs1)=N\OC(=O)COc1ccc(Br)cc1	-8	6	-3	-5	7	4	-1	-0.6
Cc1ccc(NC(=O)CN2CCN(Cc3ccccc3)CC2)cc1	10	-1	8	-9	13	-1	17	-0.4
O=C(c1cc(-c2cccs2)nn1-c1ccccc1)N1CCN(S(=O)(=O)c2ccccc2)CC1	21	25	3	5	55*	-2	-1	3.1
Nc1c(C(=O)NCc2ccccc2)nnn1Cc1ccccc1	2	-2	-3	4	-13	5	-16	1.6
COc1cc(C(=O)N2CCN(C(=O)CC(C)C)CC2)cc(OC)c1OC	1	-4	-5	-4	17	-4	2	-0.7
CCC(CC)COC(=O)C1=C(C)NC(=O)NC1c1cccc([N+](=O)[O-])c1 (stereo not drawn)	21	18	3	-23	-10	-2	-64	0.3

Mdm2-MdmX inh, what is marked active above.
| SMILES | Jurkat NFkB inh | Mdm2-MdmX inh | XBP1 UPR activ | 697 NFkB inh |
| --- | --- | --- | --- | --- |
| CC(C)(C)NC(=O)C[C@H]1C[C@H](C(=O)N2CCOCC2)[C@@]2(CCC3CCCC3)c3[nH]c4cc(-c5ccco5)ccc4c3CCN2C1=O | / | 73* | 1 | -7 |
| O=C(c1cc(-c2cccs2)nn1-c1ccccc1)N1CCN(S(=O)(=O)c2ccccc2)CC1 | 5 | 55* | -2 | -1 |
